Calpain2 inh – inhibitors of pig calpain II | purified calpain II, fluorogenic peptide substrate, 30 min | AID 1236 | inhibition, % at 16 µM | 220,000 compounds, 0.37% hits;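 active means inhibition above about 50%, limit read from the data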
PERK inhibitor – inhibitors of human PERK kinase; CHO PERK-DD fusion, SEAP luminescence translation reporter; AID 1416; Q9NZJ5; 220,000 compounds, 0.17% hits; inhibition, % at 5.6 µM;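 active means inhibition above the mean inhibition of all tested compounds plus 3 SD, set separately per screening campaign, cut at about 2.9% in these data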;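 further: PERK kinase domain activated by AP20187 dimerizer at 100 nM; 0% = DMSO with dimerizer and 100% = rapamycin at 8.4 µM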
TNF necrop inh – inhibitors of TNF-alpha induced necroptosis in Jurkat FADD-/- cells | Jurkat FADD-/- TNF necroptosis rescue, ATP luminescence, 24 h; 0 = TNF only, 100 = no-TNF cells | activation (protection from cell death), % at 10 µM | 220,000 compounds, 0.068% hits | AID 463075;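 active means activation, meaning protection from cell death, of at least 50% relative to plate controls; inactive means activation below 50%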;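 further: necroptosis triggered by 40 ng/mL TNF-alpha added together with compound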
EBV gp42 inh – EBV gp42 inhibition; Q1HVG2; AID 1085; inhibition, % (tested at 21.74 µM); 220,000 compounds, 0.42% hits; Fluorescence polarization binding assay, mP read-out; in the data active means inhibition above about 50%
Rad51 HR inh – Rad51 (human) homologous recombination inhibition | Q06609 | hRad51 DNA strand exchange, fluorescence dequenching | inhibition, % at 10 µM | 200,000 compounds, 0.085% hits | AID 1385;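 active means inhibition above 40% at the single screening dose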;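 further: 0% = DMSO control wells and 100% = blanks with heterologous ssDNA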
Target sequence (Q06609 whole entry, looked up): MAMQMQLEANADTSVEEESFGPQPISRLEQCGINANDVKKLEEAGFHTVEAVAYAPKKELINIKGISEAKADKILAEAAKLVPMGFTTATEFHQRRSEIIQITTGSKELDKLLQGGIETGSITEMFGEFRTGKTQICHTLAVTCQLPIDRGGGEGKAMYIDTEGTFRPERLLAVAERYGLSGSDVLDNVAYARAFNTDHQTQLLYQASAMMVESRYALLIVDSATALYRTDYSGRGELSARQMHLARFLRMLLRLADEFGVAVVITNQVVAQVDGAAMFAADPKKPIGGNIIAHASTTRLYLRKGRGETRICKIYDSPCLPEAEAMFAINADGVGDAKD
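Test system – preformed human Rad51 ssDNA filaments · Reagent – Donor/quencher-labelled 47-bp dsDNA substrate · Incubation – 37 °C 15-min filament assembly, 30-min compound preincubation, 15-min exchange · Signal – FRET fluorescence dequenching, excitation 485 nm, emission 520 nm · Read-out – percent inhibition from fluorescence, normalised to plate control and blank means · Benchmarks – plate control and blank wells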
L929 necroptosis – L929 zVAD cell death inhibition; L929 zVAD necroptosis rescue, ATP luminescence, 24 h; with zVAD 60 µM; viability rescue, % at 10 µM; 220,000 compounds, 0.38% hits; AID 1377;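 active means activation, scaled between plate controls, above about 75%, limit read from the data; inactive means activation under that limit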;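 further: 0% = zVAD with DMSO and 100% = DMSO alone without zVAD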
eIF4E-4G inh – inhibitors of eIF4E and eIF4G interaction in translation initiation | P63073+Q04637 | TR-FRET eIF4E-eIF4GI(517-606) binding, 2 h | inhibition, % at 21.7 µM | 220,000 compounds, 0.37% hits | AID 782;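 active means inhibition above about 30%, limit read from the data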;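 further: 0% = full FRET control wells and 100% = background wells lacking eIF4GI fragment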
Mdm2 ligase inh – Mdm2 E3 ligase (human) inhibition; Q00987; cell-based MDM2 ubiquitination luciferase reporter, 2 h; 0 = plate control, 100 = twice control, blank-subtracted; signal enhancement, % at 5 µM; 210,000 compounds, 0.11% hits; AID 1230;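 active means signal enhancement of 30% or more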;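 further: luminescence tracks abundance of the self-degrading MDM2-luciferase fusion protein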
Target sequence (Q00987 whole entry, looked up, the tested form may be a part): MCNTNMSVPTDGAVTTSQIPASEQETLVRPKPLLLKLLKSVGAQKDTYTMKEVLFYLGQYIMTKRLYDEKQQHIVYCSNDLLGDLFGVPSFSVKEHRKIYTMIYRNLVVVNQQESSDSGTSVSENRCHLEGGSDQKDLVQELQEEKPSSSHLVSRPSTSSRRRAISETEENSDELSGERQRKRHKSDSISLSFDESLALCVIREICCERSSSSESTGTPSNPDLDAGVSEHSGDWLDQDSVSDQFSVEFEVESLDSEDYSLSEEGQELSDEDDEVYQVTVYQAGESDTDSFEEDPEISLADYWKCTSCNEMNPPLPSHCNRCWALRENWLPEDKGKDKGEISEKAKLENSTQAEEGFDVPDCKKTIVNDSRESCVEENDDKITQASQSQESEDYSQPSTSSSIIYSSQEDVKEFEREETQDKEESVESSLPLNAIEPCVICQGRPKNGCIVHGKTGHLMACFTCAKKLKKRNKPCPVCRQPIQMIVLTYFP
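Material: stable MDM2–luciferase fusion reporter cells / Quantity: 2000 cells/well / Dosing: single 5 µM compound dose, 0.2% final DMSO / Buffer or medium: DMEM / Schedule: 4 h cell settling then 2 h compound exposure, 37 °C / Detection: luminescence with SteadyLite reagent, 15 min at room temperature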
Cl transport mod – KCC2 (human) Cl- transport modulation; Q9H2X9; KCC2 cells, thallium flux FluoZin-2 fluorescence; B-score of Tl+ flux slope (higher = more flux/activation; lower = inhibition) at 10 µM; 190,000 compounds, 2.2% hits; AID 1456;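 active means thallium flux slope and its plate-corrected score both differing from the plate sample mean at a set confidence after two filtering rounds, in either direction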;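 further: slope of fluorescence scaled to starting intensity during 10 to 20 s after thallium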
* hit, by the source's call; i = inactive; x = not tested or not shown; [ ] = remark or other dose.

item	structure	Rad51 HR inh	Cl transport mod	TNF necrop inh	Calpain2 inh	EBV gp42 inh	PERK inhibitor	L929 necroptosis	eIF4E-4G inh	Mdm2 ligase inh
1	Cc1onc(-c2c(F)cccc2Cl)c1-c1nnc(-c2cccc3ccccc23)o1	11	0.43	2.3	-12	6	0.6	0.0	-1	-15
2	COc1cccc(-c2nn3c(-c4cc(C)[nH]n4)nnc3s2)c1	-6	-2	-3.4	-5	-19	-0.9	12	-2	-9
3	Cc1nc2ccccc2n1CCc1nc2c3ccccc3nc(SCC#N)n2n1	x	0.3	-0.9	-17	-23	-0.2	0.3	-3	-6
4	Cn1cnnc1SCC(=O)N1N=C2/C(=C/c3ccco3)CCCC2C1c1ccco1 (configuration not stated)	0	0.028	-3.3	11	-20	-0.3	-0.4	4	-8
5	Cc1ccc(NC(=O)c2ccc(CSc3ccccn3)cc2)c(O)c1	2	x	0.7	21	-3	0.3	1.2	0	-11
6	CCN(CC)S(=O)(=O)c1cccc(C(=O)N[C@H](C(=O)OCC(N)=O)C(C)C)c1	-7	x	1.1	-10	-15	0.8	1.0	3	-4
7	COc1ccccc1CN1C(=O)C2CC=CCC2C1=O (configuration not stated)	-5	0.13	1.3	-24	-13	0.9	0.0	9	10
8	COc1ccc(-c2nnc(NC(=O)CSc3ccc(C)cc3)s2)cc1OC	13	-0.79	1.7	-23	-18	1.2	1.5	19	4
9	CC1CCC(NC(=O)C2CCC(CNc3c(N4CCCCC4)c(=O)c3=O)CC2)CC1 (configuration not stated)	2	0.0031	3.8	7	-26	1.0	1.1	-3	-10
10	C[N+]1(CC(=O)OCCCc2ccccc2)CCCC1	-6	1.2	3.4	8	-76	-0.3	0.1	-1	-14
11	Cc1csc2nc(CCNS(=O)(=O)c3cccs3)cn12	-7	0.01	0.9	-49	-9	1.5	3.8	0	-6
12	CN(CC(=O)Nc1ccc(S(=O)(=O)N2CCCC2)cc1)Cc1c(F)cccc1Cl	0	-0.81	-1.6	-4	-12	-0.2	1.9	0	-11
13	N#CCSc1nc2cc(C(=O)N3CCC(C(N)=O)CC3)ccc2c2nc3ccccc3n12	2	1.7	-5.7	i	-19	1.4	40	-1	-11
14	CCNC(=O)c1ccccc1NC(=O)c1cccc(S(=O)(=O)N2CCC(C)CC2)c1	-3	-0.5	-0.5	14	2	-0.9	0.7	2	-9
15	COc1cc(NC(=O)COC(=O)/C=C/c2ccc(Cl)cc2Cl)cc(OC)c1	5	0.014	1.0	-10	-7	0.5	0.6	8[fluorescence artefact?]	-6
16	CCCC1=C(C(=O)OCC)C(c2ccccc2OC)NC(=O)N1 (configuration not stated)	1	x	0.0	1	1	-0.5	0.3	-1	-3
17	CCCC(C)C(=O)OCC(=O)Nc1ccc(Br)cc1 (configuration not stated)	-8	0.84	4.5	-16	-18	-0.2	4.2	5	-17
18	CN=CC1=C(O)CC(C)(C)CC1=O	x	0.32	-2.7	-4	-21	2.2	0.0	15[fluorescence artefact?]	-62
19	COc1ccc(NC(=O)C2CCCN(S(=O)(=O)c3cnc[nH]3)C2)cc1 (configuration not stated)	-2	x	1.3	-4	-24	1.0	1.4	0	-13
20	Cc1ccc2nc(NC(=O)CCn3cccc3)sc2c1	-7	-1.2	3.2	-10	-11	-0.3	71	2	1
21	COc1cc(/C=C/C(=O)Nc2ccncc2)cc(OC)c1OC	5	0.39	-1.5	-164	8	-0.8	2.9	11	-8
22	COC(=O)c1c(C)nc2c(c(SC)nn2-c2ccccc2)c1N	0	1.3	0.9	-1	-10	0.9	0.7	-3	-7
23	CN1CCN(c2ccccc2NC(=O)c2ccc(OCc3ccccc3)cc2)CC1	x	-2.1	4.2	1	-15	-1.3	0.2	0	7
24	CCOCCNC(=O)c1ccc2c3c(cccc13)CC2	6	-0.009	1.7	i	-7	0.4	0.3	5	-10
25	CC(C)NS(=O)(=O)c1ccc(CCC(=O)O)cc1	1	-0.16	0.1	-8	-24	1.3	0.4	1[fluorescence artefact?]	4
26	COc1ccc(-c2ccc(-c3nnc(-c4ccncc4)o3)cc2)cc1	-1	0.67	-1.3	-1	-17	0.4	1.7	1	-7
27	NS(=O)(=O)c1cccc(NC(=O)COC(=O)C2CCCCC2)c1	4	2.2	2.2	-3	-8	1.1	26	1	-7
28	Cc1ccc(C(=O)N/N=C/c2cc(C)n(-c3ccc(Br)cc3)c2C)cc1[N+](=O)[O-]	7	0.48	-4.6	-20	-16	1.1	0.0	-4	-16
29	COc1ccc(Br)cc1CN(C)CC(=O)Nc1c(Cl)ccc(C)c1Cl	1	0.16	0.5	28	-17	0.5	0.2	4[fluorescence artefact?]	-16
30	Cc1cccc2cc(CN(CCN3CCCC3)C(=O)NC3CCCCC3)c(=O)[nH]c12	-1	1	3.7	-5	0	-0.1	-0.1	1	-22
31	CNC(=O)CN(c1ccc(C23CC4CC(CC(C4)C2)C3)cc1)S(C)(=O)=O	6	0.012	1.1	-12	16	1.1	-0.3	0	-8
32	O=c1ccnc(Sc2ncccc2[N+](=O)[O-])[nH]1	2	0.49	-0.5	-20	-13	0.4	-0.5	-2	-4
33	CCC(=O)Nc1cccc(NC(=O)CSc2nnc(C3CC3)n2C)c1	8	0.0054	-1.8	-1	-7	1.2	0.6	-3	3
34	COc1ccc(CNc2ccc(C)c(C)c2)c(OC)c1OC	x	-0.12	1.1	4	-1	-0.2	-0.8	-1	-10
35	COc1cccc(Cn2cnc3c(NS(=O)(=O)c4ccc(Cl)cc4)c(C)c(C)cc32)c1	-2	x	-6.9	0	-10	1.0	0.1	-22	-3
36	COc1ccc(/C=N/Nc2snc(SC)c2C#N)cc1OC	-2	-0.25	-0.8	-108	-1	-0.8	3.6	10[fluorescence artefact?]	-3
37	O=C(O)c1cscn1	6	x	-3.6	-20	-5	0.6	-0.3	-3	-11
38	COc1ccc(OCC(O)CN2CCCCC2)cc1 (configuration not stated)	6	0.76	1.1	-3	-5	0.8	-0.2	3[fluorescence artefact?]	-24
39	Cc1noc(C)c1CSc1nnc(-c2ccccc2)o1	2	0.13	0.9	-10	0	0.6	0.5	-2	-1
40	O=C(NCCO)c1cccc2c1-c1ccccc1C2=O	x	0.72	0.8	-9	-13	0.7	0.1	5	-2
41	CS(=O)(=O)N(CC(=O)NCc1ccc2c(c1)OCO2)Cc1ccc(Cl)cc1	14	-0.11	-1.2	-8	-9	-0.6	0.1	2	-14
42	COc1ccc(-c2cc(C#N)nc(N3CCN(C)CC3)n2)cc1	x	-0.28	0.7	-88	-9	-1.6	x	4	-4
43	CCc1ccc2[nH]c(=O)c(CN(Cc3ccc4c(c3)OCO4)Cc3nnnn3C3CCCC3)cc2c1	-4	1.6	-3.7	-31	-3	0.2	-0.3	-2	-3
44	Cc1c(NC(=O)c2ccccc2NS(=O)(=O)c2ccc(F)cc2)c(=O)n(-c2ccccc2)n1C	-2	-1	-2.6	-30	-24	1.3	-0.1	0	-5
45	Cc1ccc(/C=C(\NC(=O)c2ccc(C)cc2)c2nc(=S)[nH][nH]2)cc1	2	-0.45	-11	-165	-4	0.8	-0.2	-4[fluorescence artefact?]	4
46	Cc1ccc(S(=O)(=O)N2CCOCC2)cc1C(=O)N(C)CCOc1ccc(Cl)cc1	-16	-3.2	0.4	20	-23	-2.5	0.2	-4	3
47	Cc1nnc(SCC(=O)N2c3ccccc3CC2C)[nH]c1=O (configuration not stated)	x	-0.69	1.5	-18	0	-0.8	0.3	-3	-1
48	CC(=O)Nc1cccc(OCCCNC(=O)c2ccc(C(C)(C)C)cc2)c1	-12	-0.095	-0.3	32	-3	-1.0	10	-1	-4
49	C=COCCNC(=S)Nc1ccccc1	-22	0.23	-0.2	-27	-19	-0.9	-0.9	-3	-8
50	CCOC(=O)C(=O)Nc1ccccc1C(=O)NCc1ccccc1	-7	0.11	-0.5	-11	-6	1.8	5.5	-5	-9

(next part)
item	structure	Rad51 HR inh	Cl transport mod	TNF necrop inh	Calpain2 inh	EBV gp42 inh	PERK inhibitor	L929 necroptosis	eIF4E-4G inh	Mdm2 ligase inh
51	NC(=S)NC(=O)/C=C/c1ccccc1	41*	0.63	19	-26	-24	1.1	83*	-2	1
52	O=C(NCc1cccc2ccccc12)Nc1ccccc1	-118	-1.6	1.4	3	-10	1.1	-0.7	6	-13
53	O=C(CSc1ncnc2c1cnn2CCc1ccccc1)Nc1ccc(F)cc1	10	0.15	1.9	21	0	0.5	-0.2	3	-24
54	COc1ccc(-c2cc(C(=O)Nc3ccc(C(N)=O)cc3)c3ccccc3n2)cc1OC	-2	-0.58	-3.3	-58	-6	-0.2	36	1	-17
55	CCCn1c(=O)c(/C(N)=N/O)nn(-c2cccc(C(F)(F)F)c2)c1=O	5	x	1.0	29	-7	1.4	0.0	-2	0
56	O=C(C1CN(S(=O)(=O)c2ccccc2)CCN1S(=O)(=O)c1ccccc1)N1CCCCCC1 (configuration not stated)	3	0.59	0.0	2	-20	0.6	-0.5	-3[fluorescence artefact?]	14
57	CC1=C(C(N)=O)C(c2ccccc2)n2nc(-c3ccncc3)nc2N1 (configuration not stated)	1	-0.24	0.0	18	-16	-0.1	1.4	-8[fluorescence artefact?]	15
58	O=C(Cc1c[nH]c2ccccc12)OCC(=O)c1ccccc1	-5	-0.72	-1.0	-14	-5	0.4	0.2	2	-4

2 compounds drawn at random from those above:
item	structure	Rad51 HR inh	Cl transport mod	TNF necrop inh	Calpain2 inh	EBV gp42 inh	PERK inhibitor	L929 necroptosis	eIF4E-4G inh	Mdm2 ligase inh
58	O=C(Cc1c[nH]c2ccccc12)OCC(=O)c1ccccc1	-5	-0.72	-1.0	-14	-5	0.4	0.2	2	-4
53	O=C(CSc1ncnc2c1cnn2CCc1ccccc1)Nc1ccc(F)cc1	10	0.15	1.9	21	0	0.5	-0.2	3	-24

From PubChem
